Source: PubChem
M5 ag = human M5 muscarinic receptor agonists, primary screen, CHO-K1 cells, Fluo-8 calcium fluorescence; Muscarinic acetylcholine receptor M5 (Homo sapiens), P08912; CHO-K1 hM5 cells; 0% DMSO wells, 100% maximal acetylcholine response; activation, % at 3 µM; actives 0.19% (n = 360,000);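 active = activation above the run's mean over test compounds plus 3 SD, cut at about 23% in these data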;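 note: signal is peak over basal fluorescence ratio across the kinetic read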
Target sequence (P08912 whole entry, looked up): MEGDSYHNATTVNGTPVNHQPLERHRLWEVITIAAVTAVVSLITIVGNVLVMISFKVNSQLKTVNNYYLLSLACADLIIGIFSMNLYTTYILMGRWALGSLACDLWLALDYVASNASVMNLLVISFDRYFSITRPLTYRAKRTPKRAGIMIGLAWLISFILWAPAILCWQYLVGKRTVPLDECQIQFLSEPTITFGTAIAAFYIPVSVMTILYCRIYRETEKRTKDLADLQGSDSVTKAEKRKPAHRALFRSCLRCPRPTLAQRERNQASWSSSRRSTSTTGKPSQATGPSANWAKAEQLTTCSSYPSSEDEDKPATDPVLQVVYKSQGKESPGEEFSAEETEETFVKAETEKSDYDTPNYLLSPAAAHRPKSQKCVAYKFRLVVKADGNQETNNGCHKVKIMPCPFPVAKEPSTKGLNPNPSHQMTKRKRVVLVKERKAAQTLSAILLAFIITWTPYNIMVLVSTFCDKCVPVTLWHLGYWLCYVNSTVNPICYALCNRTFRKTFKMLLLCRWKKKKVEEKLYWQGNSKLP
CRFBP-R2 agonist = agonists of CRF-BP/CRF-R2 complex, primary screen, cell-based, HEK293, calcium dye fluorescence, uHTS; AID 588473, 2011; calcium dye fluorescence (FLIPR); percent of saturating CRF peptide response; CRF-binding protein / CRF receptor 2 complex (human); actives 0.46% (n = 350,000); activation, % at 13.2 µM;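 active = activation of at least 50%, plus an integration ratio under a set limit after plate pattern correction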;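 note: plate controls were neutral control wells without compound for no effect and CRF at EC100 for full effect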
IDE cell inh = human IDE inhibitors in live cells, primary screen, fluorescence polarization, HEK cells, FAbetaB substrate; actives 0.41% (n = 320,000); inhibition, % at 5.59 µM; FAbetaB cleavage;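 active = percent inhibition above the average of all tested compounds plus 3 SD, set per screening campaign, cut at about 16% in these data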;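 note: IDE supplied by intact live HEK cells; FP after avidin binding of uncleaved biotin substrate so inhibition keeps polarization high; 0% = DMSO wells and 100% = 60 µM reference IDE inhibitor Ii1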
M5 antag = human M5 muscarinic receptor antagonists, primary screen, CHO cells, Fluo-8 calcium fluorescence. Muscarinic acetylcholine receptor M5 (Homo sapiens), P08912. CHO-hM5 cells, ACh EC80. inhibition, % at 3 µM. actives 0.59% (n = 360,000);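 active = inhibition above a per-plate cutoff, the mean of that plate's test compounds plus 3 SD, cut at about 27% in these data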;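 note: 0% = acetylcholine EC80 with DMSO and 100% = DMSO without agonist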
M4 antag = human M4 muscarinic receptor antagonists, primary screen, CHO cells, Fluo-8 calcium fluorescence | CHO-hM4 cells, ACh EC80 | Muscarinic acetylcholine receptor M4 (Homo sapiens), P08173 | actives 0.73% (n = 360,000) | inhibition, % at 3 µM;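 active = inhibition above its plate's cutoff, the mean inhibition of sample wells plus 3 SD, cut at about 27% in these data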;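 note: 0% = acetylcholine EC80 with DMSO and 100% = DMSO without agonist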
Target sequence (P08173 whole entry, looked up): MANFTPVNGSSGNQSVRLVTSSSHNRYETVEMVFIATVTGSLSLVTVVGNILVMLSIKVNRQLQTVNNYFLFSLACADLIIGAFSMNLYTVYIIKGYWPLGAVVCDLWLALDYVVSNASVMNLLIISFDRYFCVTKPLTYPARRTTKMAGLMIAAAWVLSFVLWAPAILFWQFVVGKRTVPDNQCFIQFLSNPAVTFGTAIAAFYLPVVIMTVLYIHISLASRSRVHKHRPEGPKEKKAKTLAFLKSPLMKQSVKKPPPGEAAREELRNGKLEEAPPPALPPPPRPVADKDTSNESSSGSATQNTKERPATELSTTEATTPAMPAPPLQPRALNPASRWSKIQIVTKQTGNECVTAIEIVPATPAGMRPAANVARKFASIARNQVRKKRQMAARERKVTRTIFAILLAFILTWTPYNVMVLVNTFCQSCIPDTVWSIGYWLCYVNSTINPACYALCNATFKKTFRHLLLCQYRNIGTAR
CRFR2-BP antag = antagonists of CRF-BP/CRF-R2 complex, primary screen, cell-based, HEK293, calcium dye fluorescence, uHTS; inhibition, % at 11.8 µM; actives 0.59% (n = 350,000); CRF-induced calcium fluorescence; AID 588475, 2011;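 active = inhibition of the ligand-induced calcium signal above about 50% at the single tested concentration, limit read from the data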
M4 PAM = human M4 muscarinic receptor positive allosteric modulators, primary screen, CHO-K1 cells, Fluo-8 calcium fluorescence. actives 0.4% (n = 360,000). CHO-K1 hM4/Gqi5, ACh EC20; 0% = ACh EC20, 100% = maximal ACh. activation, % at 3 µM. Muscarinic acetylcholine receptor M4 (Homo sapiens), P08173;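 active = activation above its plate's cutoff, the mean activation of sample wells plus 3 SD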; note: some results filed as inactive read as strong as hits
CHRM5 PAM = human M5 muscarinic receptor positive allosteric modulators, primary screen, CHO-K1 cells, Fluo-8 calcium fluorescence. Muscarinic acetylcholine receptor M5 (Homo sapiens), P08912. CHO-K1 hM5, ACh EC20 PAM; 0% = ACh EC20, 100% = ACh EC100. activation, % at 3 µM. actives 0.3% (n = 360,000). AID 624038, 2012;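 active = activation above the run cutoff, the mean activation of all test compounds plus 3 SD, cut at about 18% in these data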
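Probe or stimulus: acetylcholine, EC20 level; Assay system: human M5 receptor in CHO-K1 cells; Schedule: compound preincubation 140 s before EC20 acetylcholine addition; Technique: intracellular calcium via Fluo-8 fluorescence; Dosing: single-point, 3 µM nominal; Read-out basis: percent activation from peak-over-basal fluorescence ratio, scaled EC20-to-EC100 acetylcholine; Repeats: one well per compound, no replicates.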
M4 ag = human M4 muscarinic receptor agonists, primary screen, CHO-K1 cells, Fluo-8 calcium fluorescence | Muscarinic acetylcholine receptor M4 (Homo sapiens), P08173 | CHO-K1 hM4/Gqi5; vehicle 0%, full acetylcholine response 100% | activation, % at 3 µM | actives 0.14% (n = 360,000);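 active = activation above the run mean over all test wells plus 3 SD, cut at about 32% in these data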;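 note: peak over basal fluorescence ratio per well then scaled between controls; 0% = DMSO wells and 100% = acetylcholine at EC100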
Starred values were filed as active, the others as inactive; x = not tested or not shown; & = joins results of further samples. A portion of the library; rates above refer to the full screens.

SMILES	M5 ag	CRFBP-R2 agonist	IDE cell inh	M5 antag	M4 antag	CRFR2-BP antag	M4 PAM	CHRM5 PAM	M4 ag
CNc1cc(Cl)c2nonc2c1[N+](=O)[O-]	-5	1.1	x	15	34*	75*	-6	-7	-2
N#CC(C#N)=Cc1ccc(-c2ccccc2F)o1	-3	35	-2	3	-1	-54	-2	-3	0
Cc1ccc2c(c1)N(C(=O)CCC(=O)N1CCC3(CC1)OCCO3)CCO2	-3	-0.8	0	10	-7	4	-2	-4	1
Cc1cc(OC(=O)N(C)C)nc(SCc2c(Cl)cccc2Cl)n1	1	-0.8	-1	8	3	18	-4	1	0
Cc1cc(C=C2C(=O)NC(=O)NC2=O)c(C)n1-c1cccnc1	-1	-0.8	-2	-12	-5	0	0	2	0
CC(=O)c1ccc(OCC(=O)N2CCCC(N(C)Cc3ccccc3)C2)cc1 (stereo not drawn)	-1	-0.8	-4	7	9	11	-10	-1	0
COC12C(COC(N)=O)C3=C(C(=O)C(C)=C(N)C3=O)N1CC1C2N1C (stereo not drawn)	3	-0.6	4	3	-11	0	9	0	0
Nc1ncc2[nH]cnc2n1	0&0	-0.5&-0.2	-4&6	-7&5	-10&-10	0&5	-2&-2	2&-5	0&0
O=C(CCNS(=O)(=O)c1ccccc1)Nc1ccc(Cl)cc1C(=O)c1ccccc1	3	-1.2	0	-1	-18	-14	-4	-5	3
Cc1c(N=Cc2c(O)n(Cc3ccco3)c(=O)[nH]c2=O)c(=O)n(-c2ccccc2)n1C	-5	0.1	4	-8	13	-2	0	6	0
COC(=O)C1=C(c2ccc(F)cc2OCc2ccccc2)C[C@@H]2CC[C@H]1N2C	-10	4.1	1	21	13	0	-10	-29	3
COc1ccc(CN2C(=O)NC(=O)/C(=C/c3ccc([N+](=O)[O-])s3)C2=O)cc1	21	1.4	10	4	11	-5	-9	-8	6
C[C@]12CCC3C(CC[C@H]4C[C@H](O)CC[C@]34C)C1C[C@@H](CCCCl)[C@@H]2O (stereo partly drawn)	2	x	-1	5	-1	x	-8	-1	10
COc1ccc(CNCC(=O)N2CCC3(CC2)OCCO3)cc1	0	0.4	-9	1	3	-1	4	4	0
C[C@]1(O)CCC2C3CC[C@H]4C[C@@H](OC(=O)[C@@H](N)CCCCN)CC[C@]4(C)C3CC[C@@]21C (stereo partly drawn)	-2	-0.1	x	8	-8	-38	-4	-6	2
CCOC(=O)[C@]12Cc3ccccc3[C@H]1N(CCC(=O)OC)C(=O)c1ccccc12	0	x	x	-8	-9	x	5	3	0
COc1cc2c(cc1OC)C(C(=O)N(C)C1CCCCC1)C1CCCCN1C2=O (stereo not drawn)	-1	2.0	-4	5	11	36	-7	0	0
COc1cc2c(c(OC)c1OC)-c1ccc(O)c(=O)cc1[C@@H](N)CC2	2	-1.2	8	7	-8	5	0	-1	0
CC(C)c1cccc(C(C)C)c1OCCn1ccnc1	-7	-3.8	8	3	-4	2	-3	-13	1
BrCC1C[n+]2c(SCc3ccccc3)nc3sc4c(c3c2O1)CCCC4 (stereo not drawn)	-2	0.3	3	10	-8	-8	9	-5	2
C[C@]12CCC3C(CC[C@H]4C[C@@H](O)CC[C@]34C)C1[C@H]1CN=N[C@H]1[C@@H]2O (stereo partly drawn)	2	3.6	8	5	-10	-6	-8	-17	16
COc1ccc2nc(NC3=NCCN3)sc2c1	0	-0.8	-1	-6	12	18	1	-3	1
ClCCNc1nc2ccc(Cl)cc2[nH]1	-10	1.3	3	6	-1	17	3	11	1
COc1ccc(C(=O)c2nc3ccccc3n2C(C)C)cc1	-10	2.5	4	2	-4	-1	9	1	-1
CCN1CCN(C(=O)COc2ccc3oc4c(c3c2)CCCC4)CC1	-10	1.1	1	17	-2	1	-2	-12	0
Remaining list, next part:
SMILES	M5 ag	CRFBP-R2 agonist	IDE cell inh	M5 antag	M4 antag	CRFR2-BP antag	M4 PAM	CHRM5 PAM	M4 ag
O=C(Cc1ccccc1)N1CCN(Cc2c[nH]c3ccccc23)CC1	-5	1.2	-4	2	1	-21	8	0	2
O=c1[nH]c(=O)n(CCC2=CCCCC2)c(O)c1C=NCCN1CCNCC1	-7	5.2	3	-1	6	-23	-6	2	1
CCCc1c(C)nc(SCC(=O)C(C)(C)C)nc1OC(=O)N(C)C	8	-2.0	3	7	-6	3	-13	-3	2
Cc1ccccc1-c1nc2ccccc2c(=O)n1C	-7	-3.8	1	6	4	5	-8	-2	1
CN1C[C@H](CO)C=C2c3cccc4[nH]cc(c34)C[C@H]21	1	18	1	4	-12	-7	7	3	2
COC(=O)C1CN(C#N)N(c2ccc(Cl)cc2)C12c1ccccc1-c1ccccc12 (stereo not drawn)	-7	4.2	-1	3	15	5	-13	-12	-1
CC(NS(C)(=O)=O)c1nnc2n1-c1ccc(Br)cc1C(c1ccccc1Cl)=NC2 (stereo not drawn)	2	-4.1	-3	5	-2	6	-4	2	1
C=CCN1C(=O)NC(=O)/C(=C/c2cccn2C)C1=O	0	-0.6	2	-2	6	-1	3	-3	0
CCOC(=O)C(O)(c1ccc(NC(=O)c2ccco2)c(OC)c1)C(F)(F)F (stereo not drawn)	-6	-3.5	10	7	-7	24	7	2	1
CN1C(=O)C2C[C@@]3(Br)c4ccccc4N(OOSc4ccccc4)[C@H]3N2C(=O)[C@@H]1Cc1ccccc1 (stereo partly drawn)	6	2.4	12	-1	3	-11	-5	2	5
COc1ccc(C)cc1NC1=NCCCS1	-10	0.1	5	-3	-7	8	10	-5	2
Cc1cc(OCC(=O)NCc2ccc(S(N)(=O)=O)cc2)c2c3c(c(=O)oc2c1)CCC3	-3	-2.0	-2	10	-1	27	8	-2	0
COC(=O)C1=C(c2c(C)noc2C)C[C@@H]2CC[C@H]1N2C(=O)N1CCc2cc(OC)c(OC)cc2C1	-1	0.4	5	10	-7	2	1	-4	3
O=C1Nc2ccccc2Sc2ccccc21	-6	0.8	3	0	-4	-22	-8	-5	1
CCC(=NCCCN(C)C)c1c(O)n(-c2ccc(OC)cc2)c(=O)[nH]c1=O	-1	-0.3	9	-8	5	1	0	4	1
COC(=O)C1=C(c2cccc(Cl)c2)C[C@@H]2CC[C@H]1N2C(=O)N1CCCC1	-2	-4.3	-2	17	5	17	-7	-8	1
Oc1ccccc1Cl	2	-1.5	6	5	-14	-2	7	-4	0
CCOC(=O)C(NC(=O)CCl)(Nc1ccc(C(O)(C(=O)OCC)C(F)(F)F)cc1)C(F)(F)F (stereo not drawn)	-1	0.1	0	-1	-4	8	7	4	2
CCCCn1c(O)c(C(C)=NC(Cc2c[nH]c3ccccc23)C(=O)OC)c(=O)[nH]c1=O (stereo not drawn)	-1	0.1	-5	4	-6	-13	-2	-6	3
CSc1nc(C)c(Br)c(N2CC2)n1	3	6.8	x	1	2	-1	-1	-3	0
COc1ccc(C2C3C=CC(C3)C2C(=O)O)cc1 (stereo not drawn)	1	3.8	x	0	0	-6	-9	0	-1
Cc1oc(-c2ccccc2)nc1CN1C(=O)C(C)N=C(c2ccccc2F)c2cc(Cl)ccc21 (stereo not drawn)	1	5.0	5	0	-2	5	-9	-6	-2
CC(=O)OC1CCC2(/C=N/O)C(=CCC3C4CCC(=O)C4(C)CCC32)C1 (stereo not drawn)	0	-0.8	-2	4	3	2	-2	6	3
COc1cc2c(cc1O)C[C@H]1NCCc3cc4c(c-2c31)OCO4	0	3.4	-8	11	10	9	3	7	0
COc1cc(C(c2c(O)c3ccccc3oc2=O)c2c(C)n(C)n(-c3ccccc3)c2=O)ccc1O (stereo not drawn)	-2	-2.2	0	-5	-2	24	5	3	1

A different layout for two compounds above:
COC(=O)C1=C(c2cccc(Cl)c2)C[C@@H]2CC[C@H]1N2C(=O)N1CCCC1
  M5 ag: -2
  CRFBP-R2 agonist: -4.3
  IDE cell inh: -2
  M5 antag: 17
  M4 antag: 5
  CRFR2-BP antag: 17
  M4 PAM: -7
  CHRM5 PAM: -8
  M4 ag: 1

Oc1ccccc1Cl
  M5 ag: 2
  CRFBP-R2 agonist: -1.5
  IDE cell inh: 6
  M5 antag: 5
  M4 antag: -14
  CRFR2-BP antag: -2
  M4 PAM: 7
  CHRM5 PAM: -4
  M4 ag: 0

Further structures.
SMILES	M5 ag	CRFBP-R2 agonist	IDE cell inh	M5 antag	M4 antag	CRFR2-BP antag	M4 PAM	CHRM5 PAM	M4 ag
CN1C(=O)C(=Cc2ccccc2Oc2ccc(Cl)c(F)c2)C(=O)N(C)C1=O	2	-1.0	4	-7	0	11	9	5	0
O=C1NC(=S)NC(=O)C1=Cc1c(Cl)cccc1Cl	4	1.4	x	-7	-2	9	2	5	0
O=C1NC(=O)N(C2CCCCC2)C(=O)C1C1c2ccccc2C(=O)N1Cc1ccccc1 (stereo not drawn)	-1	1.8	-5	-4	-8	-19	2	-3	1
C=CCN1C(=O)/C(=C/c2ccc3c(c2)CCCN3CCC)C(=O)NC1=S	-6	-1.1	4	2	4	-18	-3	-5	-1
Cc1cc(C)cc(NC(=S)NC2CC3CCCC(C2)N3Cc2cccs2)c1 (stereo not drawn)	-5	-0.5	-2	14	-4	-25	3	-6	1
COC(=O)c1ccc(CN2CCN(Cc3ccccc3)CC2)cc1	-9	-1.6	3	-6	-5	-5	-8	9	-1
COC(=O)C1=C(c2ccc(-c3ccccc3)c(F)c2)C[C@@H]2CC[C@H]1N2C(=O)N1CCCC1	-3	-2.5	-4	14	9	34	-6	-7	3
Cc1ccc(N2C(=O)/C(=C/c3ccc(CN(CCC#N)S(C)(=O)=O)o3)C(=O)NC2=S)cc1	3	1.8	4	6	1	-15	13	2	1
CCN1CCN(S(=O)(=O)c2ccc(Cl)nc2)CC1	-3	1.9	1	1	-7	17	15	-3	0
Cc1ccc(/C=C2\C(=O)NC(=O)N(CCc3ccc(F)cc3)C2=O)o1	4	7.9	9	0	-4	-47	-4	-2	3
COC(=O)C1=C(c2ccccc2OCc2ccccc2)C[C@@H]2CC[C@H]1N2C(=O)NCCOc1ccccc1	-5	3.2	4	16	-1	11	-15	-19	18
CCOC(=O)COc1ccc2c(c1)c(C(C)=O)c(C)n2Cc1ccccc1	-3	-2.2	2	7	-4	30	2	3	3
O=c1cc(C(F)(F)F)c2cc3c4c(c2o1)CCCN4CCC3	71*	173*	128*	52*	45*	-134	-16	-16	86*
CC(C)=CCc1c(O)cc2c(c1O)C(=O)CC(c1ccc(O)cc1)O2 (stereo not drawn)	14	16	-4	2	-9	-21	6	1	11
CC12CC[C@H]3[C@@H](CCC4(O)C[C@H](O)CCC34/C=N/NC(=O)Cc3ccccc3)C1(O)CCC2C1=CC(=O)OC1 (stereo partly drawn)	-3	-0.7	0	-3	7	0	-5	5	0
COc1cc(OC)c(OC)cc1CNCCc1ccc(F)cc1	0	-1.3	x	0	3	6	3	4	2
